PAD4 inh: human PAD4 inhibitors, primary screen, biochemical, fluorescence polarization, 1536-well format. Protein-arginine deiminase type-4 (Homo sapiens), Q9UM07. recombinant PAD4, RCA probe fluorescence polarization. inhibition, % at 6.36 µM. actives 0.41% (n = 330,000). AID 485272, 2010;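 active = percent inhibition above a cutoff equal to the mean of all tested compounds plus 3 SD, cut at about 15% in these data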;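 note: 0% = PAD4 with RCA probe and DMSO and 100% = probe without PAD4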
ZTA DNA inh: blocks Epstein-Barr virus ZTA, an EBNA-1 counter-screen. AID 2234. ZTA-DNA binding, fluorescence polarization. inhibition, % at 11 µM. P03206. actives 0.15% (n = 320,000); in the data active = inhibition above about 33%
Target sequence (P03206 whole entry, looked up): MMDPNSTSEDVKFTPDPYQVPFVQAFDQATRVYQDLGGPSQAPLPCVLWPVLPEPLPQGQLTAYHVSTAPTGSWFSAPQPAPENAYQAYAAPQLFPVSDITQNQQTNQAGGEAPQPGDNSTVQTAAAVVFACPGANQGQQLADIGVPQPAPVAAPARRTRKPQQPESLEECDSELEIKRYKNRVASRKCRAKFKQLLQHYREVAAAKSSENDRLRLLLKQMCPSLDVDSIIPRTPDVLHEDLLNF
PAFAH1B3 FP inh: PAFAH1B3 enzyme inhibitors, primary screen, biochemical, fluorescence polarization, human | Platelet-activating factor acetylhydrolase IB subunit alpha1 (Homo sapiens), Q15102 | recombinant PAFAH1B3, FP-rhodamine probe | inhibition, % at 3.39 µM | actives 0.28% (n = 340,000) | AID 492972, 2010;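 active = inhibition above the screen-wide average of all tested compounds plus 3 SD, cut at about 25% in these data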;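 note: 0% = enzyme with DMSO only and 100% = wells lacking PAFAH1B3 protein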
Target sequence (Q15102 whole entry, looked up): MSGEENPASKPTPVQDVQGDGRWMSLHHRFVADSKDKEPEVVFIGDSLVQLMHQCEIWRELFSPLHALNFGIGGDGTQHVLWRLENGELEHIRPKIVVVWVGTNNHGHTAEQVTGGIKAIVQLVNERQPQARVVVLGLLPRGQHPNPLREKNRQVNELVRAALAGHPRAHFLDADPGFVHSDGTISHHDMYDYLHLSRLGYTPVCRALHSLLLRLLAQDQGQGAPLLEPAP
PREPL inhibitor: PREPL enzyme inhibitors, primary screen, biochemical, fluorescence polarization; Prolyl endopeptidase-like (Homo sapiens), Q4J6C6; recombinant PREPL, fluorescence polarization activity-based probe; inhibition, % at 5.96 µM; actives 0.68% (n = 320,000); in the data active = inhibition above about 43%;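 note: 0% = enzyme with DMSO and 100% = wells lacking enzyme; many of its hits are not listed in these tables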
LYPLA1 counter: LYPLA1 inhibitors, primary screen, counter-screen for PME1 inhibitor project, biochemical, fluorescence polarization, FP-Rh probe ABPP; inhibition, % at 5.9 µM; AID 2174, 2009; actives 0.16% (n = 320,000); recombinant LYPLA1;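 active = inhibition above the mean of all tested compounds plus 3 SD, set per campaign, cut at about 14% in these data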;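 note: inhibitors block serine hydrolase probe labeling of LYPLA1 so polarization falls; 0% = enzyme with DMSO and 100% = wells lacking LYPLA1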
Target sequence (O75608 whole entry, looked up): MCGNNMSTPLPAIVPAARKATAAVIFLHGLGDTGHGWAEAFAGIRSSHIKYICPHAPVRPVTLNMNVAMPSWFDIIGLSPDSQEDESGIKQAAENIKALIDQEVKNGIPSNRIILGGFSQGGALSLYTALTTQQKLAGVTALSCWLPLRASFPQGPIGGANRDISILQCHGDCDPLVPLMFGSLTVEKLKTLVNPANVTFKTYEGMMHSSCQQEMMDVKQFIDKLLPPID
PAFAH2 inh: PAFAH2 enzyme inhibitors, primary screen, biochemical, fluorescence polarization, human. Platelet-activating factor acetylhydrolase 2, cytoplasmic (Homo sapiens), Q99487. recombinant PAFAH2, FP-rhodamine activity probe. inhibition, % at 3.39 µM. actives 0.99% (n = 340,000);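 active = inhibition above the mean over all tested compounds plus 3 SD, cut at about 30% in these data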;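 note: inhibitors block probe labeling of enzyme so polarization drops; 0% = enzyme with DMSO and 100% = wells lacking PAFAH2 protein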
GSTO1 inh: inhibitors of recombinant GSTO1, primary screen, counter-screen for RBBP9 inhibitor project, biochemical, fluorescence polarization; Glutathione S-transferase omega-1 (Homo sapiens), P78417; activity-based probe fluorescence polarization; inhibition, % at 5.96 µM; actives 1.1% (n = 300,000); AID 1974, 2009;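 active = inhibition above the campaign mean inhibition plus 3 SD, cut at about 35% in these data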;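 note: 0% = GSTO1-1 with DMSO and 100% = wells lacking GSTO1-1 enzyme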
Target sequence (P78417 whole entry, looked up): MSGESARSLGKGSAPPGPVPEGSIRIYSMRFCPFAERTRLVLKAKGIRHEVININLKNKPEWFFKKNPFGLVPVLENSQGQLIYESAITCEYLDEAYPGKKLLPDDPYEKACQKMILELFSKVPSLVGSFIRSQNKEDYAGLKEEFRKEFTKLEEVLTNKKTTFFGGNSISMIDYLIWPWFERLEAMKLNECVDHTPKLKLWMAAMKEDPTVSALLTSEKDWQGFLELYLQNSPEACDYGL
EBNA-1 inh: EBNA-1 DNA-binding inhibitors, primary screen, biochemical, fluorescence polarization; actives 0.34% (n = 300,000); inhibition, % at 14.8 µM; in the data active = inhibition above about 28%
LYPLA2 counter: LYPLA2 inhibitors, primary screen, counter-screen for PME1 inhibitor project, biochemical, fluorescence polarization, FP-Rh probe ABPP | Acyl-protein thioesterase 2 (Homo sapiens), O95372 | recombinant LYPLA2 | inhibition, % at 5.9 µM | actives 0.38% (n = 320,000) | AID 2177, 2009;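 active = inhibition above the screen-wide mean plus 3 SD, limit set per campaign, cut at about 26% in these data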;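 note: 0% = LYPLA2 with DMSO and 100% = wells lacking LYPLA2 enzyme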
The depositor's hits bear a star; · = not tested or not shown; & = joins results of further samples.

SMILES	PAD4 inh	ZTA DNA inh	PAFAH1B3 FP inh	PREPL inhibitor	LYPLA1 counter	PAFAH2 inh	GSTO1 inh	EBNA-1 inh	LYPLA2 counter
CSc1nnc(-c2ccccc2Cl)n1N	-2	5	-4	12	4	2	0	-9	4
CC(O)CCC(=O)NNC1=CC(=O)CC(C)(C)C1 (configuration not stated)	-2	-1	·	-5	-2	·	1	2	-2
N#CCSc1nc(-c2ccccc2)nc2ccccc12	-1	8	0	2	0	-2	-1	10	-1
CC(C)(C)OC(=O)N1CCCC(C(=O)Nc2cccc(C(=O)N3CCCC3)c2)C1 (configuration not stated)	0	·	6	5	·	-1	·	·	·
CN(C(=O)CC1C(=O)NCCN1Cc1c(F)cccc1Cl)C1CCOCC1 (configuration not stated)	0	-13	2	9	3	1	2	6	2
CC1(C)COCN1C(=O)c1ccc(Cl)c(Cl)c1	-3	-8	12	6	5	0	4	6	6
O=C(CSc1nnc2c(n1)[nH]c1ccc(F)cc12)NCc1ccc(F)cc1	3	-1	-28	-1	-9	-11	5	12	-21
CN(c1ccc(C(=O)N2CCCCCC2)cc1)S(=O)(=O)c1ccc(Cl)cc1	-2	6	8	5	-1	2	0	-2	-5
COC(=O)c1ccc(N2CCN(c3ccccc3)CC2)nc1	-1	-16	-5	14	2	-3	4	4	5
CC(C)C1Nc2ccc(C(=O)O)cc2C2C=CCC21 (configuration not stated)	2	20	29*	0	-5	26	2	6	1
CC/C(C)=N/Nc1cccc([N+](=O)[O-])c1	5	-12	-5	2	0	-6	5	2	-1
O=C(O)/C(=C1\OC(=O)c2ccccc21)c1ccccc1	-4	-8	6	-14	1	5	3	-3	9
COc1cc(-c2noc(C)c2C#Cc2ccccn2)cc(OC)c1OC	-1	-9	13	6	-3	-2	-2	13	-4
Cc1cc(C(=O)Nc2ccc3c(c2)CCC3)c2ccccc2n1	-6	6	4	5	-5	3	-2	-3	-8
Cc1ccccc1OCc1nc2c3cnn(C)c3ncn2n1	4	13	5	21	-2	6	3	0	3
Cc1ccnc(NC(=O)c2cccc(S(=O)(=O)N3CCCc4ccccc43)c2)c1	-2	7	2	-16	-5	-1	-11	-10	-8
COc1ccccc1Cn1c(=O)oc2ccc(C)cc21	-3	-3	10	-5	5	-1	3	0	1
O=C(NCC1CCCN(C(=O)c2cscn2)C1)c1ccc(-c2ccccc2)cc1 (configuration not stated)	-3	8	2	27	-1	2	2	11	-2
CCC(=O)Oc1ccc(NC(=O)c2ccco2)cc1	5	11	5	-5	1	-4	12	1	1
OCC1(Cc2cccc(Cl)c2)CCCN(Cc2cnn(-c3ccccc3)c2)C1 (configuration not stated)	-8	7	-4	-28	-1	7	1	10	-1
Cc1ccc(-n2c(SCC(=O)N/N=C/c3ccc(C)s3)nnc2-c2ccccc2)cc1	1	9	6	27	-5	-1	0	12	-4
COc1ccc(/C=C/c2nc3cc(-c4ccccc4)ccc3o2)cc1O	-1	6	5	23	-11	-2	-4	9	-5
CN(C1=C(N2CCOCC2)C(=O)c2ccccc2C1=O)c1ccccc1	7	1	8	27	3	5	7	11	10
CC(=O)NC(=S)Nc1cc(C(F)(F)F)ccc1N1CCOCC1	0	14	2	14	2	1	-1	8	8
O=C(CSc1n[nH]c(-c2cccnc2)n1)Nc1ccc(Cl)cc1	-1	-6	-4	0	3	-8	0	-9	-5

Marked active in PAFAH1B3 FP inh, of those listed so far:
structure | PAD4 inh | PAFAH1B3 FP inh | PREPL inhibitor | PAFAH2 inh | EBNA-1 inh
CC(C)C1Nc2ccc(C(=O)O)cc2C2C=CCC21 (configuration not stated) | 2 | 29* | 0 | 26 | 6

(listing goes on)
SMILES	PAD4 inh	ZTA DNA inh	PAFAH1B3 FP inh	PREPL inhibitor	LYPLA1 counter	PAFAH2 inh	GSTO1 inh	EBNA-1 inh	LYPLA2 counter
CC1CCCN(S(=O)(=O)c2ccc3[nH]c4c(c3c2)CCCC4)C1 (configuration not stated)	4	-8	7	-3	-4	6	3	-5	-4
COc1ccc(CN2CC(C(=O)NCCCN3CCCCC3)CC2=O)cc1 (configuration not stated)	2	-23	12	2	-3	2	4	-13	3
COc1ccc(CNC(=O)C2CCCN(S(=O)(=O)c3cccc4nsnc34)C2)cc1 (configuration not stated)	3	0	9	-6	-4	5	6	10	-4
CCCC(C)NC1=NCCCCC1 (configuration not stated)	4	-12	9	12	4	8	0	11	2
C=CCC1C=C(C)CC(CC=C)N1 (configuration not stated)	4	-4	-3	-4	2	-1	-2	-3	-1
Cc1ccnc(N2CCCC(C(=O)Nc3cc(F)ccc3C)C2)n1 (configuration not stated)	2	11	3	2	0	7	2	1	3
C=CCN1C=CC=C/C1=C1\SC(=S)N(C)C1=O	2	-16	·	15	3	·	5	5	2
O=C(NCc1ccc(-c2nc3ccccc3s2)cc1)c1ccc(Br)o1	-3	3	-4	7	-10	-9	2	8	-10
CN1CCN(Cc2cn(C)nc2-c2ccccc2F)CC1c1ccccc1 (configuration not stated)	1	-12	10	2	3	-1	0	-3	9
COc1cccc(C2C(C#N)=C(N)Oc3cc(C)[nH]c(=O)c32)c1OC (configuration not stated)	0	8	8	-4	1	-5	1	5	4
C/C(=N/NC(=O)c1ccco1)c1cccc(NC(=O)c2ccc(C)o2)c1	-2	7	-2	0	1	-7	-2	4	-1
CCOC(=O)c1cccc(N2CC3CNC(=O)C2(C(=O)OC)N3C)c1 (configuration not stated)	3	·	2	10	·	-1	·	·	·
O=C(c1ccc(Br)cc1)C(CN1CCOCC1)c1ccccc1 (configuration not stated)	-5	6	9	4	-2	-7	-13	-14	-12
CCCCCCCC(=O)OCC(=O)[C@@]1(O)CC[C@H]2[C@@H]3CCC4=CC(=O)CC[C@]4(C)[C@H]3[C@@H](O)C[C@@]21C	-5	-9	-2	-5	-19	-16	-11	9	-25
Cc1ccc2nc(NC(=O)C3CCN(S(=O)(=O)c4cnc[nH]4)CC3)sc2c1	-1	-15	11	2	-5	-2	-2	4	-5
CCOC(=O)C1CCCN(S(=O)(=O)c2cn(C)c(=O)n(C)c2=O)C1 (configuration not stated)	-2	-7	5	-3	5	0	-3	3	4
Cc1cc(C)cc(NC(=O)N2CCC(NC(=O)c3ccccc3C)CC2)c1	4	8	0	3	-5	-3	3	11	-1
CC(C)C(=O)N1CC(=O)Nc2ccc(F)cc2C1c1ccc(F)cc1 (configuration not stated)	5	9	2	6	1	-9	-1	4	2
CCOc1ccc(-n2c(SCC(=O)NC(C)CC)nc3n[nH]c(C)c3c2=N)cc1 (configuration not stated)	-1	6	0	10	-1	6	-5	1	2
Cc1cc(C(=O)Nc2ccc(N3CCCCC3)cc2)no1	0	-4	9	7	1	-9	2	-7	-3
Cc1ccc(-c2nc(CN3CCCCC3c3cccc(F)c3)c(C)o2)o1 (configuration not stated)	-6	-24	-6	-3	-5	-1	5	-12	-6
CCOCCCn1c(=NC(C)=O)c(C(=O)OCC)cc2c(=O)n3ccccc3nc21	-2	-4	2&1	-9	3	6&-3	-9	-1	0
COC(=O)Cn1ncc2c3ccccc3n(C)c2c1=O	-3	14	3	7	0	5	-2	1	3
Cc1ccc(C)n1-c1ccc(-c2nnc3n2CCCCC3)s1	-1	17	8	31	4	4	4	-4	1
Cc1cc(C)nc(OC(=O)c2c(Cl)cc(Cl)cc2Cl)n1	2	-7	12	-3	-3	12	-21	-10	-6
Continued:
SMILES	PAD4 inh	ZTA DNA inh	PAFAH1B3 FP inh	PREPL inhibitor	LYPLA1 counter	PAFAH2 inh	GSTO1 inh	EBNA-1 inh	LYPLA2 counter
O=C(CCc1nc(-c2ccccc2)no1)Nc1cccc(C(=O)NC2CC2)c1	5	2	8	2	-2	-4	·	·	4
Cc1ccc(NS(=O)(=O)c2cccc(C(=O)N/N=C/c3c(C)nn(-c4ccccc4)c3N3CCCC3)c2)c(C)c1	-2	-14	8	7	-5	-1	-33	2	-7
Cc1cc(C(=O)N(NC(=O)C(C)C)c2ccccc2)cs1	2	13	1	5	3	2	-3	6	0
Cc1cc(Br)ccc1NC(=O)C(C)c1ccc([N+](=O)[O-])cc1 (configuration not stated)	-8	-8	0	2	4	5	20	-3	1
Cc1ccc(S(=O)(=O)N2CCCCC2CCNC(=O)C(=O)Nc2ccccc2F)cc1 (configuration not stated)	2	2	-7	0	-2	2	4	2	5
O=C1CC(C(=O)Nc2ccc(F)cc2)n2cnnc2N1 (configuration not stated)	-3	-7	8	1	-4	-5	-6	-9	1
N/C(=N\c1nc2c(c(=O)[nH]1)CCCC2)Nc1ccc(Oc2ccccc2)cc1	-4	-14	-2	11	-3	1	5	-2	-9
NC(=O)c1c(NC(=O)c2ccco2)sc2c1CCC2	-1	-1	4	8	1	-3	1	4	3
Cc1ccc(-c2csc(NC(=O)CCCc3cccs3)n2)cc1	1	-2	6	5	0	1	-2	0	-9
CCC1CCCCN1CCCNC(=O)CC1Oc2ccc(C)cc2NC1=O (configuration not stated)	-1	16	-1	13	-1	-5	4	3	-4
O=C(Nc1nc2ccc([N+](=O)[O-])cc2s1)c1ccc(S(=O)(=O)N2CCCc3ccccc32)cc1	1	7	0	-2	-6	-15	-2	0	-2
CCc1nnc(NC(=O)CCC(=O)NCc2ccccc2OC)s1	-2	4	5	0	0	1	2	-4	2
CC(C)[C@@H](CO)NC(=O)c1ccc2c3n(nc2c1)-c1ccc(Cl)cc1CO3	6	-23	5	-18	2	-3	-3	-2	1
O=C(c1cc(COc2ccc(F)cc2Cl)on1)N1CCCC(OCc2cccnc2)C1 (configuration not stated)	1	-1	5	25	-2	7	6	0	3
COC(=O)c1ccc(COC(=O)CNC(=O)c2cccc(OC)c2)o1	-2	-8	3	25	1	-4	·	·	1
O=C(Oc1ccccc1)c1ccc(NC(=O)c2ccco2)cc1	-2	-19	-1	26	4	6	2	-7	9
Cc1nn(-c2ccccc2)cc1/C=N/O	1	-13	0	-7	-3	-6	7	18	-6
CCOc1cc(CNCCc2ccc(S(N)(=O)=O)cc2)cc(Cl)c1OCc1ccccc1	-3	-15	7	-38	1	5	-7	-20	-5
CCOC(=O)CNC(=O)CN1C(=O)CCSc2ccccc21	5	-7	4	1	0	4	-3	-4	4
COc1ccc2cc3cc(C(=O)Nc4ccccc4N4CCN(C)CC4)oc3nc2c1	0	-9	3	-55	-4	6	-11	-5	-2
CC(C)CN(C(=O)CCNC(=O)c1ccc([N+](=O)[O-])cc1)C1CCS(=O)(=O)C1 (configuration not stated)	5	·	2	2	·	6	·	·	·
O=C(O)Cc1nc(-c2cccnc2)sc1-c1ccc(Br)cc1	-9	10	4	7	1	-2	-4	-5	-1
COc1ccc(S(=O)(=O)N2CCCCCC2)cc1NS(=O)(=O)c1cc(C(=O)O)cc(C)c1C	-2	23	-1	0	-2	-1	·	·	3
CCOC(=O)c1cc(C)nc(S(C)(=O)=O)c1C#N	2	1	-1	5	-2	4	-5	-5	-5
Cc1ccc(NC(=O)C(=O)NCC2CCCN2S(=O)(=O)c2cccs2)cc1C (configuration not stated)	-5	8	6	1	2	0	5	4	1
CC(C)CN(C(=O)C1CCCO1)C1CCS(=O)(=O)C1 (configuration not stated)	-1	0	7	0	-1	4	1	-2	5
C[C@H](CO)N1C[C@H](C)[C@@H](CN(C)S(=O)(=O)c2cccs2)Oc2ccc(NC(=O)Nc3ccc4c(c3)OCO4)cc2C1=O	3	·	16	33	·	13	·	·	·

Assay outcomes as filed in PubChem.

An excerpt, so the mix of outcomes need not match the whole.
